GCN5L2 inh: inhibitors of human GCN5L2 histone acetyltransferase | AID 504327 | 390,000 compounds, 0.21% hits | Q92830 | GCN5L2 HAT assay, ThioGlo1 CoA-SH fluorescence | Potency, µM (doses to about 58.9 µM), for inactives: top-dose activity change, negative = inhibition, actives largely listed as inhibitors
Target sequence (Q92830 whole entry, looked up): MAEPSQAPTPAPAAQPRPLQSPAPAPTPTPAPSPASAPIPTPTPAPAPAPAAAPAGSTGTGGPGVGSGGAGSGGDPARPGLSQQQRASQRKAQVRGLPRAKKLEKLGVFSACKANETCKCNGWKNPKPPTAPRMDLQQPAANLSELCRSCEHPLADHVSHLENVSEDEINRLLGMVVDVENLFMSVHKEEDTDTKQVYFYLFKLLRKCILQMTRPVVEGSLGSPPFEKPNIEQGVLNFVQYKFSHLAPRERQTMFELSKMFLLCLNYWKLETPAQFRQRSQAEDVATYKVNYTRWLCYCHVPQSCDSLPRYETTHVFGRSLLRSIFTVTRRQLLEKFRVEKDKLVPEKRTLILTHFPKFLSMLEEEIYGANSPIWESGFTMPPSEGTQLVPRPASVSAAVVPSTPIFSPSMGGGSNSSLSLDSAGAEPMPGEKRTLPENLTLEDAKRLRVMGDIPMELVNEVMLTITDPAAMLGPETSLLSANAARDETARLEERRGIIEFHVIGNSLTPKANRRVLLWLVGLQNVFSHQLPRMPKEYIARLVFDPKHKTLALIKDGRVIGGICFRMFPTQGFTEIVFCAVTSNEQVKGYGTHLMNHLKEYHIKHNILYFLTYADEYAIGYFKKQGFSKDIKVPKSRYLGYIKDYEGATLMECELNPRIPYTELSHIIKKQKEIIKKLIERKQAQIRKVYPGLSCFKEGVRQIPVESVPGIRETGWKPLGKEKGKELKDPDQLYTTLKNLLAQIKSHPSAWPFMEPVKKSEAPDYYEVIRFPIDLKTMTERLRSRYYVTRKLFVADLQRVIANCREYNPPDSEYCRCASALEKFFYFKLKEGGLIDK
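Compounds, pin-transferred from DMSO stocks, meet 20nM GCN5L2 for 15 min before the reaction begins with H3(1-25) peptide (75uM) and acetyl-CoA (70uM). Thiol-reactive ThioGlo1 reports CoA release over 20 min at room temperature.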
DT40 TDP1 no CPT: qHTS for Inhibitors of human tyrosyl-DNA phosphodiesterase 1 (TDP1): qHTS in cells in absence of CPT. DT40 Tdp1-/- hTDP1 cells, no CPT, ATP luminescence, 48 h. Potency, µM (series often up to 46.2 µM), for the others: top-dose activity change, negative = growth inhibition, hits mostly inhibitors. 420,000 compounds, 15% hits. AID 686978, 2013; further: nearly all actives have a fitted effect of over 55% in size
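Chicken DT40 Tdp1-/- cells stably complemented with human TDP1 were seeded at 400 cells/well with DMSO in place of 20 nM camptothecin. After compound pinning, cells grew at least 48 hr at 37 °C; viability read by CellTiter-Glo luminescence.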
TDP1 block: blocks human tyrosyl-DNA phosphodiesterase 1; Q9NUW8; recombinant TDP1, AlphaScreen DNA substrate cleavage; Potency, µM (titrated, usually from 130 µM), without a hit: at the top dose activity change, negative = inhibition, actives largely listed as inhibitors; 350,000 compounds, 0.28% hits; further: nearly all actives have a fitted effect of over 40% in size
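Tdp1 1 nM final; 15 min RT w/ cpd; substrate 15 nM, 5 min; beads 10 ug/ml, 10 min; AlphaScreen read. Neg ctrl: no enzyme.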
Starred values were filed as active, the others as inactive; ? = inconclusive; . = not tested or not shown; ! = a repeat was not active; [ ] = dose if it differs, or a comment. The call rests on the fitted dose curve; in most records, active means well fitted curve in the direction sought with a large enough effect; inconclusive means small, poorly fitted or top-dose-only effect, or another doubt; inactive means no such curve, though single readings can be large; an effect the other way counts as inactive or inconclusive. On the % scale 0 is the no-effect control and ±100 the full control effect; potency means the concentration at half of the fitted maximal effect.

SMILES	GCN5L2 inh	DT40 TDP1 no CPT	TDP1 block
O=C(NCCCCO)c1ccc2c3c(cccc13)CC2	-21%	-8%	0%
COC(=O)c1sc(NC(=O)COc2c(C)cccc2C)nc1C	-9%	12µM*	4%
NC(=O)NC(Cc1ccccc1)c1ccccc1 (centres undefined)	3%	5%	1%
CC(=O)N1CCN(Cc2nc3cc(NC(=O)Cn4nc(C)c5ccccc5c4=O)ccc3n2C)CC1	?	-32%	4%
CC1(C(=O)O)CCC(C(=O)Nc2ccc(Cl)c(Cl)c2)C1(C)C (centres undefined)	-2%	10%	.
CCCC12CN3CCN(CC(C3)/C1=N\NC(=O)c1ccccc1N)C2	-1%	2%	-3%
C/C(CCN1CCc2nc(-c3ccccc3)c(-c3ccccc3)cc2C1)=N\OC[C@@H](C)[C@H](OCc1ccccc1)C(C)C	-4%	?	5%[21 µM]
O=C(COC(=O)c1ccccc1Br)NC1CCCC1	0%	-12%	.
CCN(CC)c1nc(Oc2ccc(C(=O)NN)cc2)nc(Oc2ccc(C(=O)NN)cc2)n1	-4%	-12%	.
CC1(C)C(=O)Nc2ccccc2N1C(=O)COC(=O)c1cc(S(=O)(=O)N2CCOCC2)ccc1F	-12%	20%	-11%
O=C(COc1ccccc1)NNc1nc2ccccc2s1	0%	-28%	.
CCOc1cccc(N2CCN(CCNC(=O)Nc3ccc(C)cc3)CC2)c1C	-1%	?	.
COc1ccc2c(c1)CC/C(=C/c1cc(OC)c(OC)c(OC)c1)C2=O	-19%	15µM*	6%
Cc1noc2ncnc(Oc3cc(Cl)ccc3Cl)c12	1%	2%	3%
COc1cccc(CNC(=O)C2CCN(S(=O)(=O)c3ccc4c(c3)NC(=O)C(C)S4)CC2)c1 (centres undefined)	2%	?	3%
CN(C)C(=O)C1Cc2ccccc2CN1S(=O)(=O)c1cccs1 (centres undefined)	-6%	-2%	-3%
COc1cc(Cl)c(C)cc1NC(=O)CCc1c(C)nc2cc(-c3cccc(F)c3)nn2c1C	-5%	6%	0%
CC(C)(C)C(=O)Nc1ccccc1C(=O)NCc1ccco1	-9%	-21%	-5%
CC(C)(C)NC(=O)C(c1ccc(O)cc1)N(C(=O)CCC(=O)Nc1nccs1)c1cccc(F)c1 (centres undefined)	?	-26%	9%
Cc1ccc(Cl)cc1NC(=S)NCc1cccn1C	1%	18µM*	8%
Cn1c(=O)c([N+](=O)[O-])c(NCC(O)c2ccccc2)c2ccccc21 (centres undefined)	2%	18µM*	5%
O=C(NC1CCN(Cc2ccccc2)CC1)c1cccc(S(=O)(=O)Nc2cc(C(F)(F)F)ccc2Cl)c1	1%	?	5%
CC(C)(C)c1ccc(C2SCC(=O)N2c2cccc(C(=O)O)c2)cc1 (centres undefined)	-9%	-15%	.
O=C(NC(Cc1c[nH]c2ccccc12)C(=O)O)c1ccc2c(c1)OCO2 (centres undefined)	-7%	3%	.
CC1(C)Cc2nc3oc4c(=O)n(CC(=O)Nc5cccc(Cl)c5)cnc4c3cc2CO1	3%	?	.
CCCc1ccc(OCc2nc(-c3ccc(NC(=O)c4cccs4)cc3)no2)cc1	-4%	?	5%
O=[N+]([O-])c1ccccc1Oc1ccccc1Cl	-4%	-9%	-4%
Cc1ccnc(NC(c2ccncc2)c2c(C)[nH]c3ccccc23)c1 (centres undefined)	8%	-8%	3%
Cc1cccc(OCC(=O)NC(=S)NNC(=O)c2ccncc2)c1	?	?	2%
NC(=O)NCC12CC3CC(CC(C3)C1)C2	-7%	-2%	-4%
Cc1cccc(C)c1NC(=O)CCS(=O)(=O)c1ccc(Br)cc1	-5%	-15%	.
O=c1c(=O)n(Cc2c(F)cccc2Cl)ccn1Cc1ccccc1	-14%	-14%	1%
Cc1cc(C(=O)CSc2ncccn2)c(C)n1Cc1ccco1	-1%	-17%	2%
CCN(CC)CCCNC(=O)C(=O)Nc1ccc2nc3n(c(=O)c2c1)CCCCC3	-5%	2%	5%
Clc1ccc(/C=N/c2c(-c3ccc(Cl)cc3)nc3n2CCS3)cc1	-7%	?	4%
CS(=O)(=O)c1ncc(Cl)c(C(=O)N(Cc2ccc(Cl)cc2)Cc2ccco2)n1	0%	1.3µM*	5%
COc1ccc(S(=O)(=O)Nc2cc(C)on2)cc1	-5%	2%	.
Cc1cccc(Oc2ncnc3onc(C)c23)c1	4%	-14%	6%
Cc1nc(C)c(C(=O)C2=C(O)C(=O)N(CCN(C)C)C2c2ccco2)s1 (centres undefined)	-7%	3%	.
COc1cccc(/C=N/N2CCN(c3ccccc3OC)CC2)c1	-26%	-11%	8%
CCN(CC)C(=O)COc1ccc(-c2nnc(N3CCCCC3)c3ccccc23)cc1	-2%	?	1%
Cc1[nH]c2ccccc2c1C(c1ccncc1)N1CCCCC1 (centres undefined)	-1%	16µM*	-2%
Cc1noc(C)c1COC(=O)CCCOc1ccc(Cl)cc1Cl	-13%	-23%	.
COc1ccc(Br)cc1C(=O)N/N=C/c1ccc2c(c1)n(C)c(=O)n2C	?	5%	.
CCOC(=O)Cn1nc(/C=C/c2ccc(C)cc2)ccc1=O	1%	23µM*	3%
Cc1ccc2nc(Nc3ccc(Cl)cc3)c3nncn3c2c1	12%	?	.
O=C(NC1CCCCC1)C(c1ccc2ncccc2c1)N(Cc1ccc(F)cc1)C(=O)c1cccs1 (centres undefined)	-8%	?	3%
CCOc1ccc2nc(SCC(=O)N3CCCCCC3)c(C#N)cc2c1	-12%	-87%	5%
O=C1CCCN1c1cc(Cl)cc(Cl)c1	-6%	-7%	-3%
C=CCOc1c(Br)cc(CNc2ccc(NC(=O)CCC)cc2)cc1OCC	-22%	16µM*	11%

As a short view, some entries already given:
SMILES	GCN5L2 inh	DT40 TDP1 no CPT	TDP1 block
Clc1ccc(/C=N/c2c(-c3ccc(Cl)cc3)nc3n2CCS3)cc1	-7%	?	4%
CS(=O)(=O)c1ncc(Cl)c(C(=O)N(Cc2ccc(Cl)cc2)Cc2ccco2)n1	0%	1.3µM*	5%
COc1ccc(S(=O)(=O)Nc2cc(C)on2)cc1	-5%	2%	.

Following part:
SMILES	GCN5L2 inh	DT40 TDP1 no CPT	TDP1 block
CC1CCN(C(=O)c2ccccc2SCC(=O)NCC2CCCCC2)CC1	2%	-28%	-5%
O=C(CSc1nc2ncc(Cl)cc2[nH]1)NCC(=O)Nc1ccc(F)c(F)c1F	-13%	7%	2%
Cc1ccc(C(C)C)c(OCc2nnc3n2CCCCC3)c1	-1%	?	6%
CCC(C)Sc1oc(-c2ccco2)nc1S(=O)(=O)c1ccc(C)cc1 (centres undefined)	-8%	?	0%
CSc1cccc(Nc2cc(C(=O)NCCCN(C)c3ccccc3)c3ccccc3n2)c1	-2%	13µM*	6%
COCCCNc1oc(-c2ccccc2Cl)nc1C#N	-13%	4%	1%
CCOC(=O)N1CCN(C(=O)Cc2ccc(-n3c(=O)[nH]c4ccccc4c3=O)cc2)CC1	-2%	-9%	7%
CCCCCCCCNC(=O)CC(NS(=O)(=O)c1ccc(NC(C)=O)cc1)C(C)C (centres undefined)	-1%	?	-3%
CC(=O)NS(=O)(=O)c1ccc(N2C(=O)CC(Sc3nccc(C)n3)C2=O)cc1 (centres undefined)	-11%	0%	.
COc1ccc(CNC(=O)c2ccc3oc(C(C)C)nc3c2)cc1	0%	?	3%
Cc1c(CC(=O)N2CCCCC2)c(=O)oc2c(C)c(O)ccc12	?	-8%	4%
CCn1c(SCC(=O)NC2CC2)nnc1-c1ccc(F)cc1	-26%	15%	1%
O=C(N/N=C/c1ccc2c(c1)OCO2)C(=O)Nc1ccccc1Cl	0%	8%	4%
CCn1c(=O)cc(SCC(=O)NCc2cccc(Cl)c2)c2ccccc21	-8%	9.2µM*	9%
Cc1c(C(=O)NNC(=O)c2ccncc2)oc2ccccc12	-5%	-22%	1%
O=C(COc1cc2oc(=O)c3c(c2cc1Cl)CCCC3)N1C[C@H]2C[C@@H](C1)c1cccc(=O)n1C2	-4%	-8%	.
Cc1ccc(S(=O)(=O)NCc2ccc(C(=O)NC3CCCCC3)cc2)cc1	-6%	-13%	2%
CCCNc1c(N)c(=O)c1=O	-5%	-1%	.
CCOc1ccc(N2C(=O)C3ON(c4ccccc4)C(c4cccs4)C3C2=O)cc1 (centres undefined)	-8%	-3%	3%
Cc1ccc(N2CCN(/N=C/C3=C(N4CCOCC4)C(=C\c4ccccc4)/CC3)CC2)cc1	-25%	8%	.
O=C(N/N=C/c1ccsc1)c1c[nH]c2ccccc12	-4%	-19%	2%
CSc1ccc(CNCCCN(C)C)cc1	10%	?	-3%
COc1ccc2c(c1)SC(C)CC2=O (centres undefined)	-4%	-6%	4%
COc1cc(/C=C(\C#N)C(=O)Nc2ccc(C(=O)O)cc2)ccc1OC(=O)c1cccc(F)c1	?	-14%	50µM*
COc1ccc(C[C@H](N)C(=O)N[C@H]2[C@@H](O)[C@H](n3cnc4c(N(C)C)ncnc43)O[C@@H]2CO)cc1	-12%	8.2µM*!	.
CCOC(=O)c1nc(Nc2ccc(C(=O)O)cc2)c2ccccc2n1	1%	-23%	3%
c1ccc(N/N=C(\Cc2nc3ccccc3[nH]2)c2ccccc2)cc1	-15%	?	9%
COC(=O)c1ccccc1NC(=O)COC(C)=O	-5%	?	-5%
COc1ccccc1-n1c(-c2ccc(F)cc2)coc1=O	-4%	2%	.
O=C(c1ccco1)N1CCC2(CC1)CCN(c1ncccn1)CC2	-13%	?	.
O=C(Nc1ccc(N2CCOCC2)cc1)C1CC(O)CN1S(=O)(=O)c1ccc(Cl)cc1 (centres undefined)	-7%	-18%	3%
Cc1ccc2cc3cc(C(=O)NCCN4CCOCC4)oc3nc2c1	-8%	?	0%
Cn1c(=O)[nH]c(=O)c2c1nc(N1CCOCC1)n2CC(=O)c1ccccc1	-4%	-21%	5%
CCOc1ccc(-c2cc(NC(=O)Nc3ccccc3Cl)c(C(=O)OC)s2)cc1	2%	?	-3%
Cn1c(=O)c2c(ncn2CC(=O)N/N=C/c2cn[nH]c2-c2ccc(F)cc2)n(C)c1=O	3%	-15%	0%
O=C(CN(Cc1cccs1)C(=O)CCC(=O)Nc1ccccn1)NCc1ccccc1	-9%	?	1%
CC(=O)C1=C(C)N(c2ccccc2)C(=O)C1(NS(=O)(=O)c1ccc(N)cc1)C(F)(F)F (centres undefined)	-8%	-5%	8%
O=C(CN(Cc1ccccc1)C(=O)CNS(=O)(=O)c1ccc(F)cc1)NCc1ccco1	-7%	?	.
CCOc1ccccc1C(=O)Nc1c(C(=O)Nc2ccc(F)cc2)oc2ccccc12	-8%	2.3µM*	9%
O=Nc1c2cc(-c3ccccc3)[nH]nc-2c2ccccc12	-3%	21µM*	.
Cc1ccc(N(C)C(=O)CN(C)S(=O)(=O)c2ccc3c(c2)n(C)c(=O)c(=O)n3C)cc1	2%	10%	1%

Record cards (already shown). Values in the order: GCN5L2 inh	DT40 TDP1 no CPT	TDP1 block
Cc1ccc(N(C)C(=O)CN(C)S(=O)(=O)c2ccc3c(c2)n(C)c(=O)c(=O)n3C)cc1 is listed with 2%	10%	1%
O=C(Nc1ccc(N2CCOCC2)cc1)C1CC(O)CN1S(=O)(=O)c1ccc(Cl)cc1 (centres undefined) is listed with -7%	-18%	3%
c1ccc(N/N=C(\Cc2nc3ccccc3[nH]2)c2ccccc2)cc1 is listed with -15%	?	9%
COC(=O)c1ccccc1NC(=O)COC(C)=O is listed with -5%	?	-5%
CCOC(=O)c1nc(Nc2ccc(C(=O)O)cc2)c2ccccc2n1 is listed with 1%	-23%	3%

Compound activity (PubChem)

This is a subset, so the mix of outcomes need not match the whole.
